Screening data deposited in PubChem BioAssay by several laboratories.
NALP1 inh: NALP1 inflammasome inhibitors in reconstituted yeast, colorimetric, S. cerevisiae, triplicate retest; actives 0.61% (n = 280,000); S. cerevisiae NALP1/ASC/caspase-1 growth, X-gal OD620, 72 h; inhibition, % at 10 µM; AID 2071, 2009; in the data active = inhibition mostly above about 24%, no sharp cut-off; inactive = mostly below about 32%; note: some compounds called inactive have numbers as strong as hits
IDE inh: human IDE inhibitors in live cells, primary screen, fluorescence polarization, HEK cells, FAbetaB substrate. FAbetaB cleavage. inhibition, % at 5.59 µM. actives 0.41% (n = 320,000). AID 434962, 2010;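 active = percent inhibition above the average of all tested compounds plus 3 SD, set per screening campaign, cut at about 16% in these data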;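 note: IDE supplied by intact live HEK cells; FP after avidin binding of uncleaved biotin substrate so inhibition keeps polarization high; 0% = DMSO wells and 100% = 60 µM reference IDE inhibitor Ii1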
Target sequence (P14735 whole entry, looked up): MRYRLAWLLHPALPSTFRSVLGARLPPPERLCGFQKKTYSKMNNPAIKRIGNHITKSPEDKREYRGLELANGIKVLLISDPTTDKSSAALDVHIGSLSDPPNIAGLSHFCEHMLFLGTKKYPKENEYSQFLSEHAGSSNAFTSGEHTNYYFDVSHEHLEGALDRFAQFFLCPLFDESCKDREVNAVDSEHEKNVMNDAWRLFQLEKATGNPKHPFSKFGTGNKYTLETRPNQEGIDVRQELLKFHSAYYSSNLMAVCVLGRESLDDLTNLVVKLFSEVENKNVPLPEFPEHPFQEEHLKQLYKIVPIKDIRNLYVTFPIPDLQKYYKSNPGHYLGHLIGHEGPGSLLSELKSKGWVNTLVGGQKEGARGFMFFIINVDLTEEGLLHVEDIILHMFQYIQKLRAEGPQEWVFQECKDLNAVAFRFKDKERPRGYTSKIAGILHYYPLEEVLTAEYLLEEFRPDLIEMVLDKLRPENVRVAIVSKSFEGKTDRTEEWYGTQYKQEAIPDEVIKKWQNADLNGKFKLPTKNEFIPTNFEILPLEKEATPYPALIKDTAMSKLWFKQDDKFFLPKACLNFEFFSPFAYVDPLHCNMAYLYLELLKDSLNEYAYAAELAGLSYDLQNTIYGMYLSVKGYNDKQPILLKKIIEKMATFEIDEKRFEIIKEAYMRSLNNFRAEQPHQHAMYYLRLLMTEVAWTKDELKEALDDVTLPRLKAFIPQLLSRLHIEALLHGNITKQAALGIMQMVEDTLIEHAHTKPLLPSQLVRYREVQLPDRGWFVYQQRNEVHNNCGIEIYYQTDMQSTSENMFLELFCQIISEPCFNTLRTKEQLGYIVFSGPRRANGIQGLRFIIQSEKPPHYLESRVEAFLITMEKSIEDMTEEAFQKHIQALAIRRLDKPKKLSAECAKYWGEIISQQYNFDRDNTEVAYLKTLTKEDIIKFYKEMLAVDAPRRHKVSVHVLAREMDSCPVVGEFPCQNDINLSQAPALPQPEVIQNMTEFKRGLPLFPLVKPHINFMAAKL
PfM18AAP inh: PfM18AAP inhibitors, malaria aminopeptidase, primary screen, biochemical, QFRET, recombinant enzyme. M18 aspartyl aminopeptidase (Plasmodium falciparum 3D7). H-Glu-NHMec fluorogenic cleavage. inhibition, % at 7.35 µM. actives 1.2% (n = 290,000);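 active = inhibition above the campaign mean inhibition over all tested compounds plus 3 SD, cut at about 28% in these data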;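 note: 0% = plate median of test compound wells and 100% = 2 mM ZnCl2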
VIM-2 inh: VIM-2 metallo-beta-lactamase inhibitors, primary screen, biochemical, epi-absorbance readout, Pseudomonas aeruginosa enzyme; purified VIM-2, nitrocefin hydrolysis, epi-absorbance fluorescence; inhibition, % at 5.6 µM; actives 0.89% (n = 290,000); AID 1527, 2009;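 active = inhibition above the mean of all tested compounds plus 3 SD, cutoff set per screening run, cut at about 7.5% in these data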;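 note: red hydrolysis product quenches plate fluorescence so inhibitors raise well fluorescence; 0% = enzyme with DMSO and 100% = DMSO without enzyme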
p-CIP stab down: p/CIP-EGFP fusion destabilizers, primary screen, fluorescence, F442A cells. 16 h. decrease of EGFP signal, % at 10 µM. actives 0.01% (n = 290,000). AID 1984, 2009;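 active = EGFP signal decrease of at least 30% at 10 µM or well 3 SD below plate mean, unless failing retest; inactive = the rest, including hits failing retest or dose response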; note: some compounds called inactive have numbers as strong as hits; many of its hits are not listed in these tables
IDE cell activ: human IDE activators in live cells, primary screen, fluorescence polarization, HEK cells, FAbeta-B substrate; FAbeta-B cleavage; 0% vehicle, 100% cell-free pure enzyme wells; activation, % at 5.96 µM; actives 0.073% (n = 340,000); AID 493087, 2011;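 active = activation above the mean of all tested compounds plus 3 SD, set per screening campaign, cut at about 17% in these data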
GPR7 antag: GPR7 receptor antagonists, primary screen, cell-based, fluorescence, single concentration; GPR7-expressing cells, fluorescence antagonist assay; inhibition, % at 4.4 µM; actives 1.1% (n = 290,000); in the data active = inhibition above about 16%, passing the limit was not always enough;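 note: cells stimulated with the agonist NPW; 0% = agonist with vehicle and 100% = vehicle without agonist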
IMP-1 inh: IMP-1 metallo-beta-lactamase inhibitors, primary screen, biochemical, epi-absorbance readout, Pseudomonas aeruginosa enzyme. purified IMP-1, nitrocefin hydrolysis, epi-absorbance fluorescence. metallo-beta-lactamase IMP-1 (Pseudomonas aeruginosa). inhibition, % at 5.6 µM. actives 0.45% (n = 290,000);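 active = inhibition above the mean plus 3 SD of all compounds in the same screening run, cut at about 4.5% in these data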;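 note: 0% = IMP-1 with DMSO and 100% = DMSO wells lacking enzyme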
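System: purified IMP-1; amount: IMP-1 0.2 nM before substrate addition; compound: single dose, 5.6 µM; times: 25 °C, 15 min preincubation, 25 min reaction; signal: Epi-absorbance via hydrolysed-nitrocefin quenching of white-plate fluorescence, 480/530 nm, EDTA stop; benchmarks: DMSO with and without IMP-1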
PHOSPHO1 block: PubChem AID 1565; recombinant PHOSPHO1, absorbance phosphatase assay; inhibition, % at 13.3 µM; actives 1.1% (n = 290,000); in the data active = inhibition above about 60%
* marks the source's active call; other numbers are inactive results; nt = not tested or not shown.

SMILES	NALP1 inh	IDE inh	PfM18AAP inh	VIM-2 inh	p-CIP stab down	IDE cell activ	GPR7 antag	IMP-1 inh	PHOSPHO1 block
Fc1ccccc1Cc1noc(CN(Cc2ccccn2)CC2CCCO2)n1 (centres undefined)	-21	4	0	-1.7	-18	2	-13	-3.2	35
O=C(NCCO)C(F)(F)C(F)(F)C(F)(F)OC(F)(C(=O)NCCO)C(F)(F)F (centres undefined)	14	5	-3	-2.4	-9	2	-1	-3.0	-11
C=CCn1cccc(C(=O)Nc2ccc(F)cc2)c1=O	4	2	3	-0.7	-4	5	-8	-2.3	24
CC(OC(=O)c1ccc2c(=O)n3c(nc2c1)CCC3)C(=O)NC1CCCCC1C (centres undefined)	14	-7	-14	-1.0	1	-3	-1	-0.5	26
COc1cc(C2CC(=O)c3cnc(NC(C)=O)nc3C2)cc(OC)c1OC (centres undefined)	-2	5	3	-3.1	-1	3	-15	-3.1	-38
COc1cccc(N=c2oc3ccccc3cc2-c2nc3ccccc3[nH]2)c1	17	6	-10	-0.8	-26	-4	-9	-0.7	-26
COc1ccc(-c2nnn(CC(=O)N3CCN(c4ccccc4OC)CC3)n2)cc1OC	22	5	4	-3.2	-28	3	5	-3.3	5
C=CCc1cc(/C=C2/NC(=O)N(CC)C2=O)cc(OCC)c1OCc1ccc(C(=O)O)cc1	11	-4	-3	-0.2	-10	3	-12	0.0	6
Cc1ccc(NCN2C(=O)C(=O)c3ccccc32)nc1	24	2	-1	-2.7	-6	1	0	-2.7	4
COc1cc(OC)c(NC(=O)CCNS(=O)(=O)c2ccc3c(c2)CC(C)N3C(C)=O)cc1Cl (centres undefined)	-13	4	8	-1.9	0	-4	-6	-4.1	30
Cc1cc(/C=C(\C#N)C(=O)NC2CC2)c(C)[nH]1	-15	-2	-2	-3.0	1	3	-9	-2.4	-17
COc1ccc(C2C(C(=O)N3CCOCC3)CCC(=O)N2c2ccc(OC)cc2)cc1 (centres undefined)	19	0	-5	-2.3	-18	6	1	-2.7	38
COc1ccc(N2CCN(C(=O)CCc3ccccc3)CC2)cc1	1	3	-1	-0.4	5	0	4	1.0	36
CC(C)CN(CC(C)C)S(=O)(=O)c1cc([N+](=O)[O-])ccc1N1CCCCCC1	0	4	-1	-3.3	-12	2	-6	-2.4	26
CCOC(=O)N1CCN(C(=O)c2ccc3nc(C)sc3c2)CC1	-4	-2	1	0.2	4	3	-1	-1.0	-20
CCOc1ccccc1NC(=O)c1ccc(CN2CCc3ccccc3C2)cc1	10	8	-3	-1.4	1	2	-14	-4.8	24
CCCNC(=O)Cn1cnc2sc(C(=O)Nc3cc(OC)c(OC)c(OC)c3)c(C)c2c1=O	-14	1	7	0.4	-12	6	-5	-2.9	-3
O=C(CN1c2cccc3cccc(c23)S1(=O)=O)N1CCOCC1	0	0	-7	0.2	1	6	-9	-0.2	-4
CCSc1nc2c([nH]c3ccccc32)c(=O)n1C	8	4	4	-1.8	-5	0	-10	-3.0	17
CCN(CC)S(=O)(=O)c1cc(NC(=O)COC(=O)CCC(=O)c2ccc(F)cc2)ccc1C	25	-4	-8	-1.7	-3	4	-5	-0.9	0
O=C(c1cccs1)N1CCn2c1nc1ccccc12	-3	5	5	1.6	-9	-2	-16	-3.9	-9
O=C(COC(=O)c1ccc(S(=O)(=O)NCc2ccco2)cc1)Nc1ncc(Cl)cc1Cl	34	-5	7	0.5	-5	1	1	0.0	-7
Cc1ccc(-n2c(C)nc3oc4ccccc4c(=O)c3c2=O)cc1	25	0	2	-2.3	-20	-3	-3	-2.1	27
COc1ccc(CN2C(=O)[C@@H]3C(c4ccc(F)cc4)=NO[C@@H]3C2=O)cc1	37	2	-6	-0.3	-10	-2	2	-1.6	-3
COC(=O)C(C)Oc1ccc2c(c1)O/C(=C\c1ccco1)C2=O (centres undefined)	2	1	12	-2.4	-2	1	-2	-0.4	31
Nc1c(C=C2C=CC(=O)C=C2)c(=O)nc2snc(SCc3ccccc3)n12	10	-3	8	-2.1	-8	2	-7	-3.3	nt
CN(C)c1nnnn1-c1ccc(Oc2ccccc2)cc1	-23	1	6	0.4	-6	-2	10	-3.5	20
COC(=O)c1ccccc1NC(=S)N(Cc1ccc2c(c1)OCO2)Cc1cc2cc(C)ccc2[nH]c1=O	13	-1	-1	-3.2	4	4	-6	-5.2	-12
COc1cc(OC)c(-c2nc3cnccc3n2C)cc1OC	10	1	5	-4.2	-3	5	-6	-3.2	26
COc1ccccc1N1CCN(S(=O)(=O)c2c(C)[nH]c(=O)[nH]c2=O)CC1	0	1	-3	-0.1	-11	0	-13	0.5	-34
COc1ccc(-c2csc(Nc3ccc(S(N)(=O)=O)cc3)n2)cc1OC	3	5	11	0.3	-2	-2	-17	-0.4	-28
CN1CCN(C(=O)C2CC(c3ccc(F)cc3)=NO2)CC1 (centres undefined)	0	4	-3	-0.8	-12	9	-7	3.0	-1
Cc1cc(-c2nn3c(-c4ccccc4)nnc3s2)c2ccccc2n1	37	1	-1	13*	10	2	-11	-3.9	42
COc1ccc(-n2cc(-c3ccccc3)c3c(=S)nc[nH]c32)cc1	-6	0	1	-2.8	-6	0	-3	-1.2	18
CC(C)=C1C2CCC1C(C(=O)NCc1ccccc1)C2C(=O)O (centres undefined)	3	6	2	2.9	-3	1	-4	-4.4	-12
C(=N\N(Cc1ccccc1)c1ccccc1)/c1ccco1	-4	1	-1	-1.2	-2	0	6	-2.8	24
COCCCNC(=O)Cn1c(=O)n(CC(=O)NCCc2ccc(OC)c(OC)c2)c(=O)c2sccc21	17	-2	-15	3.0	22	-2	3	-0.1	27
CCN(Cc1ccccc1)c1ccc(/C=C(\C#N)c2ccccn2)cc1	16	8	-1	-3.3	-86	-3	-16	-1.1	-2
COc1ccc(-c2nc(C#N)c(NCCCN3CCOCC3)o2)cc1	9	-1	-3	-1.1	-12	3	-8	0.1	10
O=C(NC1CCN(Cc2ccccc2)CC1)c1cccc(Br)c1	0	4	0	-2.7	-3	0	12	-2.7	22
COCCn1c(-c2ccc(Cl)cc2)cnc1SCC(=O)NCc1cccs1	30	-6	-9	-3.2	-5	-3	20*	-4.5	74*
COCCNC(=O)C(=O)Nc1cc2c3c(c1)C(C)C(=O)N3CCC2 (centres undefined)	15	7	6	-1.5	16	7	-13	-1.1	29
Cc1cc(NC(=O)C(=O)NCCN2CCN(S(C)(=O)=O)CC2)ccc1Br	-12	6	-6	-2.8	-3	2	2	-2.8	50
CCOC(=O)c1nn(-c2ccc(C)c(C)c2)cc1O	9	-4	-4	-0.5	0	-2	11	-0.9	-18
NS(=O)(=O)c1ccc(CNC(=O)c2cc(-c3cccnc3)nc3ccccc23)cc1	24	-6	-5	2.2	-2	4	-7	-0.5	28
O=C(NNc1nc2c(F)cccc2s1)c1ccc(F)cc1	-10	-1	30*	-8.3	-37	2	-5	-4.9	32
CCOCCc1nnc(NC(=O)CCC2CCCCC2)s1	nt	1	-11	-1.1	5	2	-3	-2.5	nt
CCC(=O)NC(c1ccc(C)cc1)c1cc([N+](=O)[O-])c2cccnc2c1O (centres undefined)	5	33*	9	-4.4	-4	6	-1	-5.0	11
Cn1c(=O)c2c(ncn2CC(=O)N2CCN(S(=O)(=O)c3ccccc3)CC2)n(C)c1=O	4	-2	-5	-2.0	-2	1	-14	-1.3	-15
CCOC(=O)C1=C(N)OC(CCl)=C(C#N)C1c1ccsc1 (centres undefined)	38	1	0	-3.6	-6	-2	2	-0.6	0
Cc1ccc(C(=O)Nc2ccccc2C(=O)O)cc1S(=O)(=O)Nc1ccccc1	11	12	3	0.6	4	-8	-18	-2.2	14
c1ccc(-c2nc(-n3ccnc3)nc(-n3ccnc3)n2)cc1	36	-1	6	5.8	14	0	-9	-3.2	-22
Cc1ccc(-n2c(SCC(=O)Nc3cc(S(=O)(=O)N4CCOCC4)ccc3Cl)nc3ccccc3c2=O)cc1	34	7	1	-3.8	-7	3	-13	-2.8	-18
CSc1ccc(CN(C)C(C)C(=O)Nc2ccc(F)c(F)c2F)cc1 (centres undefined)	5	2	-7	-0.6	-5	7	0	-0.9	20
COc1cccc(-c2nn(C)c3sc(C(=O)N4CCN(c5ccccn5)CC4)cc23)c1	-5	5	2	2.2	-2	7	-3	-5.0	11
CC(C)(C)C1=C(C#N)C(c2ccncc2)C(C#N)=C(N)O1 (centres undefined)	29	1	3	-1.0	4	2	-3	-2.1	7
CCOc1ccc(Nc2nc(Cc3nnc(SCC(=O)NCC4CCCO4)n3C)cs2)cc1 (centres undefined)	2	-5	8	-1.7	-10	-6	8	-0.6	62*
CCc1ccc(Nc2nnc(SCC(=O)Nc3cccc(S(=O)(=O)NC4=NCCCCC4)c3)s2)cc1	13	-1	-3	-3.3	-9	2	-2	-4.1	-8
Cc1ccsc1CNn1cnnc1SCc1ccc(Cl)cc1	15	2	3	-2.7	-12	2	-3	1.5	-2
CC1(C)Cc2c(ccc3ccccc23)/C(=C/C#N)N1	8	2	-1	-0.6	-2	2	0	-0.8	21

Next entries
SMILES	NALP1 inh	IDE inh	PfM18AAP inh	VIM-2 inh	p-CIP stab down	IDE cell activ	GPR7 antag	IMP-1 inh	PHOSPHO1 block
Cc1cc(Cl)ccc1Oc1nccc(N(C)C)c1C#N	7	1	-5	-5.3	-3	3	6	-1.0	54
COc1ccc(CCNC(=O)CCS(=O)(=O)c2ccc3c(c2)NC(=O)CO3)cc1OC	6	4	-4	-2.0	13	6	0	-0.7	12
CCCC(=O)Nc1nc2ccc3nc(C)sc3c2s1	-6	-4	6	0.4	1	0	-14	-4.5	-94
CCC(CC)NC(=O)c1ccccc1Oc1ccccc1	-4	-3	-1	-1.0	-11	-4	-16	-1.9	7
COc1cc(NC(=O)c2ccccc2Cl)c(OC)cc1NC(=O)CN1CCCCC1	3	-6	-4	-0.9	-9	2	-16	-1.9	-12
CCCOc1ccc(/C=N/NC(=O)CSc2ccccn2)cc1OC	11	3	-7	-1.0	-3	6	0	-0.5	3
S=C(Nc1cccc(Cl)c1Cl)NC1CCN(Cc2ccccc2)CC1	-3	nt	4	-3.2	-11	1	0	-3.7	32
COc1ccc(OC)c(NC(=O)CNC(=O)Cn2cnc3ccccc3c2=O)c1	-3	-8	3	-0.8	-7	-2	-4	-1.5	-18
COc1cc(C(=O)Nc2cccc3c2CCCC3)cc(OC)c1OC	16	-1	-16	-1.9	8	2	-3	-2.3	-26

Reformatted with values ahead of the structure: part of the list above
NALP1 inh,IDE inh,PfM18AAP inh,VIM-2 inh,p-CIP stab down,IDE cell activ,GPR7 antag,IMP-1 inh,PHOSPHO1 block,SMILES
7,1,-5,-5.3,-3,3,6,-1.0,54,Cc1cc(Cl)ccc1Oc1nccc(N(C)C)c1C#N
6,4,-4,-2.0,13,6,0,-0.7,12,COc1ccc(CCNC(=O)CCS(=O)(=O)c2ccc3c(c2)NC(=O)CO3)cc1OC
